Screening results from PubChem.
ZTA counter: ZTA (EBV) inhibition in EBNA-1 counter-screen. 320,000 compounds, 0.15% hits. inhibition, % at 11 µM. ZTA-DNA binding, fluorescence polarization. AID 2234; in the data active means inhibition above about 33%
Target sequence (P03206 whole entry, looked up): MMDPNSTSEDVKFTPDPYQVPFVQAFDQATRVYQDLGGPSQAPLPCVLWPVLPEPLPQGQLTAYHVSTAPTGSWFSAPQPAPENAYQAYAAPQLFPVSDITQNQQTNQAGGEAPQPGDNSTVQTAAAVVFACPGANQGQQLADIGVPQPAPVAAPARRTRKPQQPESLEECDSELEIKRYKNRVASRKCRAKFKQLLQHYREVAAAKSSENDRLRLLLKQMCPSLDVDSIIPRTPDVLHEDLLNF
core dimer inh: HCV core protein dimerization inhibition; TR-FRET GST/Flag-core106 dimerization, 1536-well; inhibition, % at 5 µM; 300,000 compounds, 0.33% hits; AID 1899;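 active means inhibition above the mean of all tested compounds plus 3 SD, set per screening campaign, cut at about 45% in these data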
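System: GST-tagged and Flag-tagged HCV core protein residues 1-106 / Input: core106 proteins, GST 13.5 nM and Flag 17 nM / Buffer or medium: KF-containing HEPES buffer, pH 7.45, DTT, CHAPS, BSA / Probe or stimulus: Eu-anti-GST and XL665-anti-Flag labelled anti-tag antibodies / Schedule: 4 h, 22.5 °C incubation / Technique: TR-FRET 671 and 617 nm emission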
GASC-1 inh: human JMJD2C demethylase inhibition | Q9H3R0 | GST-JMJD2C(1-420) H3K9me3 demethylation, DELFIA europium | inhibition, % at 2.35 µM | 330,000 compounds, 0.069% hits | AID 2099;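 active means more than half of a compound's replicate wells show inhibition beyond 50%, single wells judged on their own value; inconclusive means some, but no more than half, of replicates pass 50% inhibition; inactive means no replicate passes 50% inhibition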;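 further: signal counts dimethyl H3K9 product captured on neutravidin plate; 0% = median of DMSO wells and 100% = 0.3 times that DMSO median; strong numbers were not always called active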
PP1 inh: counter-screen for PP5 inhibitors: inhibitors of human PP1-alpha | P62136 | purified PP1alpha, OMFP fluorescence | inhibition, % at 6.7 µM | 320,000 compounds, 0.9% hits | AID 2235;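 active means inhibition above the mean inhibition of all tested compounds plus 3 SD, computed separately for each screening campaign, cut at about 15% in these data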
Target sequence (P62136 whole entry, looked up): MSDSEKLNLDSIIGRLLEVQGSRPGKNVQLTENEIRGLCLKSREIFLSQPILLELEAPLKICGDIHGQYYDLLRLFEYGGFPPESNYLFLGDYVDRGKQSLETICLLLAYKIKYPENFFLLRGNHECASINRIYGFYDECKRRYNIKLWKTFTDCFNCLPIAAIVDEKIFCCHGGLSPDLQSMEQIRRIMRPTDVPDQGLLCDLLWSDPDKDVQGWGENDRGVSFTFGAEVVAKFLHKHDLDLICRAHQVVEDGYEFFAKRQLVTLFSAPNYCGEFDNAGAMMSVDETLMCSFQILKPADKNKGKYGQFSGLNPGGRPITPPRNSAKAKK
TPT1 inhibitor: C. albicans TPT1 enzyme inhibition | recombinant caTPT1, FP RNA substrate dephosphorylation | inhibition, % at 5 µM | 300,000 compounds, 0.81% hits | AID 1962;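 active means inhibition above the mean of all tested compounds plus 3 SD, set per screening campaign, cut at about 24% in these data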;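 further: plate controls were DMSO alone for no effect and ferristatin control at 100 nM for full effect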
Yeast superoxide: lowers age-related superoxide in aged yeast cells | 330,000 compounds, 0.18% hits | S. cerevisiae aged cells, superoxide DHE fluorescence; active compounds read low | superoxide response (% of plate mean), % at 10 µM;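 active means superoxide response under a set limit, about three screen SD below normal, cut at about 65% in these data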;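 further: yeast aged for seven days with compound at 30 °C before DHE staining; 100% = average MFI of all compound-treated wells on the plate with controls excluded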
EBNA-1 inhibitor: blocks EBNA-1 binding to DNA; EBNA-1 DNA binding, fluorescence polarization; 300,000 compounds, 0.34% hits; AID 1950; inhibition, % at 14.8 µM; in the data active means inhibition above about 28%
PP5 primary: blocks human protein phosphatase 5 activity; AID 1987; inhibition, % at 6.7 µM; purified PP5c, OMFP substrate fluorescence; P53041; 320,000 compounds, 0.18% hits;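 active means inhibition above the campaign's mean inhibition across all tested compounds plus 3 SD, cut at about 9.5% in these data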;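 further: 0% = DMSO only and 100% = 100 µM cantharidin control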
Target sequence (P53041 whole entry, looked up): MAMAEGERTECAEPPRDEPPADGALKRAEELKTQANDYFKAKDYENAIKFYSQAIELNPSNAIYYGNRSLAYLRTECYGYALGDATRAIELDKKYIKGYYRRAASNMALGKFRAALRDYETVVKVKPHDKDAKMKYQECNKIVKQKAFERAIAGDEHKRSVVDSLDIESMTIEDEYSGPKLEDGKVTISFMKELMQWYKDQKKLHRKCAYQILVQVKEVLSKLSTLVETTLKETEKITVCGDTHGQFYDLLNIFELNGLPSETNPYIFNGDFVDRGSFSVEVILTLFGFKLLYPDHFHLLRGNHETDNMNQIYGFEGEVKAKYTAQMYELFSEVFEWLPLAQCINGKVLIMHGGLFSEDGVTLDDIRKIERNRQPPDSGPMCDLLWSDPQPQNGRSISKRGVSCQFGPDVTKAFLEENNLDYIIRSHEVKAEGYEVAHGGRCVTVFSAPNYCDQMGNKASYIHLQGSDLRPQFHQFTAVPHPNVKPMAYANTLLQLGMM
CTSL1 counter: cathepsin L1 inhibition, PFM18AAP counter-screen. 300,000 compounds, 0.49% hits. inhibition, % at 5.96 µM. recombinant F. hepatica cathepsin L1, Z-Leu-Arg-MCA fluorescence;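 active means inhibition above the mean of all tested compounds plus 3 SD, set per screening campaign, cut at about 17% in these data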;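 further: 0% = plate median of test compound wells and 100% = 1 µM Z-Phe-Ala-diazomethylketone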
* = called active by the depositor; i = inactive; ? = inconclusive; / = not tested or not shown; & = joins results of further samples. Hits appear at their usual frequency, and some 3.1% of all compounds hit somewhere here.

SMILES	ZTA counter	core dimer inh	GASC-1 inh	PP1 inh	TPT1 inhibitor	Yeast superoxide	EBNA-1 inhibitor	PP5 primary	CTSL1 counter
Cc1oc(-c2ccccc2F)nc1CS(=O)(=O)CC(=O)NCCCN1CCN(C)CC1	3	5	11	1	-1	105	-4	4.4	-2
CC1CCCN(C(=O)c2ccc(NS(=O)(=O)c3ccc4[nH]c(=O)[nH]c4c3)cc2)C1 (configuration not stated)	14	3	6	-10	0	103	5	0.6	4
CCn1c(/C=C/N(C)c2ccccc2)[n+](CC)c2ccc(Cl)cc21	0	-3	5	-1	-1	90	8	-0.3	1
CSc1ccccc1C(=O)NCCS(=O)(=O)N1CCN(c2ccc(F)cc2)CC1	9	0	8	-2	-4	98	-1	-0.9	-2
O=c1cc(O)nc(-c2ccccc2)s1	8	-3	-21	-2	0	86	9	0.1	-4
O=C(NC(=S)Nn1cnnc1)c1ccccc1Cl	-9	-7	12	0	-2	81	6	0.7	2
COc1cc(/C=C/C(=O)OCC(=O)Nc2ccc(S(N)(=O)=O)cc2)ccc1O	3	-3	-1	-4	2	86	5	-1.8	-3
Cc1ccc(S(=O)(=O)n2nc(OC(=O)c3c(F)cccc3Cl)cc2N)cc1	-16	-4	3	0	-2	95	13	2.7	1
CCN(CC)C(=O)CN1C(=O)NC2(CCc3ccccc3C2)C1=O (configuration not stated)	-6	-2	14	-5	0	84	-6	0.0	1
CN1CCN(C(=S)Nc2cc(S(=O)(=O)N3CCOCC3)ccc2Cl)CC1	0	-3	-13	-6	-1	100	-7	1.1	0
CCOC(=O)/C(C#N)=C1\Nc2ccccc2N=C1N(CC(C)C)CC(C)C	2	-2	9	-1	23	94	8	2.3	-1
Clc1ccc2c(c1)C=Nc1c(NCc3ccccc3)ncnc1O2	-25	-4	5	-1	-6	105	1	2.3	-2
C=CCn1c(C)c(C(C)=O)c(N2CCN(C(c3ccccc3)c3ccccc3)CC2)nc1=S	4	18	-8	5	1	93	4	1.2	3
O=C1C2CC=CCC2C(=O)N1Cc1ccccc1 (configuration not stated)	-4	0	-8	0	-3	108	-26	2.2	1
O=C(NCCC1=CCCCC1)c1ccc(F)cc1	-1	-5	17	5	1	93	5	0.0	-2
CCc1c(C)nc2ncnn2c1NCCc1ccc(Cl)cc1	-4	0	-13	-11	4	95	-4	0.0	-5
COc1ccc(S(=O)(=O)NNC(=O)c2sccc2-n2cccc2)cc1	2	3	-25	3	-6	96	5	1.5	-2
CCS(=O)(=O)c1nc(S(=O)(=O)c2ccc(Cl)cc2)c(N2CCC(C(N)=O)CC2)s1	-10	-10	12	-4	-2	119	-5	-5.1	8
Cc1ccc(C)c(NC(=O)CCC(=O)NNS(=O)(=O)c2ccc(Cl)cc2)c1	-5	/	6	-4	/	94	/	-2.0	/
CC(=O)Nc1ccc(C(=O)NC(CC(=O)O)c2ccc(Cl)cc2)cc1 (configuration not stated)	7	-6	-1	-5	4	116	-3	4.9	-5
COc1ccccc1OCCNC(=O)c1ccc(C)c(S(=O)(=O)N2CCOCC2)c1	-15	-10	48	-1	2	97	-4	2.3	-3
Cc1c(C(=O)NCC2CCCO2)sc2nc(-c3ccccc3)cn12 (configuration not stated)	5	10	-3	-1	-2	102	8	0.3	-1
COc1cc(/C=N/S(=O)(=O)CCc2ccccc2)cc(OC)c1O	-5	-13	-38	3	-4	93	12	-0.1	1
O=C(Nc1ccc(F)cc1)N1CCC(c2nc3c(nnn3Cc3ccccc3Cl)c(=O)[nH]2)CC1	-16	10	28	-1	-2	99	6	4.6	-2
CCCCOc1cccc(C(=O)Nc2ccc(S(=O)(=O)Nc3nnc(CC)s3)cc2)c1	14	23	4	15*	-1	118	3	3.5	4
Cc1ccnc(N=Cc2c(O)ccc3oc4c(c23)CCCC4)c1	16	5	1	3	-9	102	5	5.7	1
CC(=O)O[C@H]1C[C@@]2(O)[C@@H](OC(=O)c3ccccc3)C3[C@@](C)([C@@H](O)C[C@H]4OC[C@@]34OC(C)=O)[C@@H](O)[C@H](OC(C)=O)C(=C1C)C2(C)C (some centres not stated)	-2	3	?	-2	-1	106	-2	0.2	-1
CCc1ccc(NC(=O)C(C)Oc2nnc(-c3cccs3)c(-c3cccs3)n2)cc1 (configuration not stated)	10	45	11	14	5	131	3	1.6	5
CN(C)c1cccc2c1c(NC(=O)Nc1ccc(F)cc1F)nn2C	7	-2	5	0	-3	99	5	-1.4	3
Cc1cc(CN(C)C(=O)c2ccc3nc(Cc4ccccc4F)oc3c2)on1	12	-2	0	-2	2	94	11	1.3	-1
CCCn1c(Cc2ccccc2)nnc1SC(C)C(=O)NC1CC1 (configuration not stated)	2	/	14	-1	/	102	/	-0.5	/
Cc1cc(C)c2nc(N3CCC(C(=O)NCCCN4CCCC4=O)CC3)sc2c1	5	-10	6	-1	-5	92	5	0.6	2
CCn1nnc(-c2ccccc2NS(=O)(=O)c2ccc(C(=O)OC)cc2)n1	-13	-6	15	1	2	104	2	3.2	-2
Cc1ccc(-n2nnnc2SC(C(=O)c2c[nH]c3ccccc23)c2ccccc2)cc1 (configuration not stated)	15	20	-4	2	-1	98	7	1.8	1
CC(=O)N1CCN(Cc2nc3cc(NC(=O)c4ccc(Cl)cc4)ccc3n2C)CC1	3	3	-4	-1	-1	90	-2	3.7	1
O=C(CN1C(=O)S/C(=C/c2cccnc2)C1=O)N1CCOCC1	-22	-14	6	-3	-5	103	-6	3.8	5
CCOC(=O)c1[nH]cnc1C(=O)Nc1ccc(F)cc1	7	-2	-3	-2	-1	118	1	2.3	-4
COc1ccc(NC(=O)C(=S)N2CCCC2)cc1	-12	-6	2	-2	0	108	-2	-2.3	4
CC1(C)CC(=O)N(c2cc(Cl)cc(Cl)c2)C(=O)C1	-12	-16	i	4	-5	90	5	-0.1	5
O=C(Nc1cccnc1)Nc1ccc2c(c1)OCO2	5	1	6	-5	-1	115	11	-1.0	-1
C=CCn1c(SCC(=O)c2cccs2)nc2sc(C)cc2c1=O	-14	10	-5	1	2	95	7	0.2	3
COc1ccc(/C=C2\N=C(C)N(c3ccc(C(=O)O)cc3)C2=O)cc1OC	-9	-9	5	0	20	98	1	3.6	-1
O=C(CCN1C(=O)/C(=C/C=C/c2ccccc2)SC1=S)Nc1nc2ccccc2s1	-1	44	1	-4	5	94	15	3.0	1
O=C1C=C(Nc2ccc(Cl)cc2)C(=O)N1c1ccc(Cl)cc1	-9	11	1	-1	-7	93	-3	2.2	0
O=C(NCC(=O)N(Cc1ccc(F)cc1)C(C(=O)NC1CCCC1)c1ccco1)c1ccco1 (configuration not stated)	17	5	35&2	-3	-1	84	11	-0.3	0
CCOC(=O)C1=C(COC(=O)c2ccc(Br)o2)NC(=O)NC1C (configuration not stated)	17	0	-3	-3	-1	106	6	0.0	-3
CC(C)c1csc(CN2CCCC(CCC(=O)NCc3ccccc3F)C2)n1 (configuration not stated)	3	-6	5	-3	3	92	0	-1.4	0
CC(C)n1c(SCC(=O)NCc2ccco2)nnc1C1CC1	-14	0	22	-16	-2	95	-10	-2.3	3

Reformatted: entries from further up
mol | ZTA counter | core dimer inh | GASC-1 inh | PP1 inh | TPT1 inhibitor | Yeast superoxide | EBNA-1 inhibitor | PP5 primary | CTSL1 counter
CC(C)c1csc(CN2CCCC(CCC(=O)NCc3ccccc3F)C2)n1 (configuration not stated) | 3 | -6 | 5 | -3 | 3 | 92 | 0 | -1.4 | 0
COc1ccc(/C=C2\N=C(C)N(c3ccc(C(=O)O)cc3)C2=O)cc1OC | -9 | -9 | 5 | 0 | 20 | 98 | 1 | 3.6 | -1
O=C(NCC(=O)N(Cc1ccc(F)cc1)C(C(=O)NC1CCCC1)c1ccco1)c1ccco1 (configuration not stated) | 17 | 5 | 35&2 | -3 | -1 | 84 | 11 | -0.3 | 0

Next section:
SMILES	ZTA counter	core dimer inh	GASC-1 inh	PP1 inh	TPT1 inhibitor	Yeast superoxide	EBNA-1 inhibitor	PP5 primary	CTSL1 counter
Nc1c(NCc2ccccc2)c(=O)[nH]c(=O)n1Cc1ccccc1	-1	-4	-5	0	-42	111	-6	4.1	-6
CCN(CC)C(=O)c1sc(NC(=O)c2ccco2)c(C#N)c1C	6	0	-18	-11	4	134	-8	6.7	-2
CC(=O)Nc1ccc(-c2cc(NC(C)=O)n(-c3ccccc3)n2)cc1	3	-8	15	-4	3	110	-2	2.5	3
Cc1ccccc1OCc1nnc(SCc2nc3ccccc3c(=O)[nH]2)n1C	5	-1	-45	0	3	104	3	1.3	-3
Cc1cccc(NC(=O)CCNS(=O)(=O)c2ccc(Cl)cc2)c1	-3	-2	4	4	-3	106	-16	3.0	1
O=C(CCC1CCCCC1)NCc1cccs1	-4	-3	-3	-4	2	93	0	3.5	-3
CCc1nnc(NC(=O)Cc2cc(OC)c(OC)c(OC)c2)s1	2	-5	-13	-4	-4	98	12	2.0	-3
Cc1cc2ncn(-c3ncnc4sc5c(c34)CCC(C)C5)c2cc1C (configuration not stated)	9	4	8	-5	-1	107	-7	4.1	-1
CCOC(=O)CNC(=O)N1CCC(CCC(=O)N(C)Cc2ccccc2)CC1	-2	-1	6	-1	-2	87	4	-0.5	4
O=C(c1cn(-c2ccccc2)nc1-c1cccs1)N1CCN(c2ccccn2)CC1	1	8	7&12	2	-1	100	9	2.5	-2
C=CCn1c(COc2cccc3cccnc23)nnc1SCC(=O)OC	7	0	-2	-2	-2	117	0	3.4	-3
CCOC(=O)COc1ccc2c(c1)c(C(C)=O)c(C)n2-c1ccc(OC)cc1	5	9	3	5	-2	102	-10	4.2	-1
O=C(O)CCCN1C(=O)c2cccc3cccc(c23)C1=O	-8	5	-3	2	1	99	4	-0.4	6
CCCc1cc(=O)[nH]c(SCC(=O)NC)n1	8	4	2	-2	0	103	11	0.9	4
O=C(Cn1cc(C(=O)c2cccs2)c2ccccc21)NC1CCCCC1	2	8	7	1	-4	94	7	1.9	1
C=CCSc1nnc2n(CCc3ccccc3)c(=O)c3c4c(sc3n12)COC(C)(C)C4	-12	-15	3	-1	-5	86	-10	3.0	0
C=CCN1C(=O)C2(OCCCO2)c2cc(C)ccc21	-14	-34	4	-2	-5	105	1	0.1	-1
CCOC(=O)c1cc(-c2csc(Nc3c(C)cc(C)cc3C)n2)on1	-1	-7	/	2	-2	97	10	2.5	3
Cc1ccc(N(CC(=O)Nc2ccc(C)cc2C)S(=O)(=O)N2CCCC2)cc1	-24	3	1	2	2	77	5	-0.5	1
CC(NC(=O)CCN1C(=O)c2ccccc2C1=O)c1ccc2c(c1)CCCC2 (configuration not stated)	0	0	-9	-2	-3	114	4	2.0	-2
Cc1ccc2cc(C3CC(c4ccco4)=NN3C(=O)CCC(=O)O)c(Cl)nc2c1 (configuration not stated)	-3	-6	0	7	-3	107	0	2.5	0
NC(=O)c1ccc(SCC(=O)OCC(=O)N2CCCC2=O)c([N+](=O)[O-])c1	11	-2	2	-2	-3	101	4	-0.3	-7
Cc1ccc(OCC(=O)Nc2ccc(N3CCN(C(=O)c4ccco4)CC3)cc2)cc1	-11	3	18	7	1	104	2	-2.4	-1
O=[N+]([O-])c1ccc(NCc2ccccc2N2CCC(CO)CC2)nc1	4	-1	4	-4	-1	103	2	2.5	0

Among those listed so far, these contain a nitro group on carbon:
SMILES	ZTA counter	core dimer inh	GASC-1 inh	PP1 inh	TPT1 inhibitor	Yeast superoxide	EBNA-1 inhibitor	PP5 primary	CTSL1 counter
NC(=O)c1ccc(SCC(=O)OCC(=O)N2CCCC2=O)c([N+](=O)[O-])c1	11	-2	2	-2	-3	101	4	-0.3	-7
O=[N+]([O-])c1ccc(NCc2ccccc2N2CCC(CO)CC2)nc1	4	-1	4	-4	-1	103	2	2.5	0
